Source: PubChem BioAssay (National Center for Advancing Translational Sciences (NCATS))
FLuc counter: counter-screen for miR-21 project: firefly luciferase inhibitors or activators | purified FLuc, Km substrates, luminescence inhibition | 360,000 compounds, 6.9% hits | AID 588342 | Potency, µM (highest dose often 57.5 µM), for the others: at the highest dose activity change, negative = inhibition, hits mostly inhibitors | P08659;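 also: potency is read from the fitted curve at half-maximal effect; plate controls were vehicle for no effect and reference inhibitor for full effect; nearly all actives have a fitted effect of over 55% in size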
Target sequence (P08659 whole entry, looked up): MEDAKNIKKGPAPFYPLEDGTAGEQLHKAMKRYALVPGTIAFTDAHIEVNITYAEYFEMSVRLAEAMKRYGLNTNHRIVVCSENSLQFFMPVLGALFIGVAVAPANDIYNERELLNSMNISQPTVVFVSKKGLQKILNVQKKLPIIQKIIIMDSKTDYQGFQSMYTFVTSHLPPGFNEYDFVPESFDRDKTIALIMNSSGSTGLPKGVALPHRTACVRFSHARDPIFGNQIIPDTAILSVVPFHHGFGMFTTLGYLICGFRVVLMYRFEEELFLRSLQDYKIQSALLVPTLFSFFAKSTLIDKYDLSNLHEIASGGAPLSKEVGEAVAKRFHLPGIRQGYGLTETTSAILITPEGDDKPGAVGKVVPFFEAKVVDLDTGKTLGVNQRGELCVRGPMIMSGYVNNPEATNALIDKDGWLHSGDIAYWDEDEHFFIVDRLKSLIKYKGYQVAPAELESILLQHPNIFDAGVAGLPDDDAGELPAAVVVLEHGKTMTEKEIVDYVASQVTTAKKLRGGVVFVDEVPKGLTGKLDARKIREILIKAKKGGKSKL
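Purified P. pyralis luciferase (10nM final) with 10uM D-luciferin and 10uM ATP (Km levels) in 50mM Tris acetate pH 7.5, 10mM Mg acetate, 0.01% Tween-20, 0.05% BSA; qHTS 6-point titration, ~60 µM downward; luminescence read.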
PKM2 activator: increases activity of human pyruvate kinase M2. P14618. purified PKM2, Kinase-Glo ATP luminescence, activation; response scale: 0% is enzyme alone, no compound. Potency, µM (doses to about 57.5 µM), for inactives: top-dose activation, usual class: activators. 260,000 compounds, 0.34% hits. AID 1631; also: potency is read from the fitted curve at half-maximal effect; % is scaled to controls: 0 for no effect and ±100 for the full control effect; nearly all actives have a fitted effect of over 55% in size
Target sequence (P14618 whole entry, looked up): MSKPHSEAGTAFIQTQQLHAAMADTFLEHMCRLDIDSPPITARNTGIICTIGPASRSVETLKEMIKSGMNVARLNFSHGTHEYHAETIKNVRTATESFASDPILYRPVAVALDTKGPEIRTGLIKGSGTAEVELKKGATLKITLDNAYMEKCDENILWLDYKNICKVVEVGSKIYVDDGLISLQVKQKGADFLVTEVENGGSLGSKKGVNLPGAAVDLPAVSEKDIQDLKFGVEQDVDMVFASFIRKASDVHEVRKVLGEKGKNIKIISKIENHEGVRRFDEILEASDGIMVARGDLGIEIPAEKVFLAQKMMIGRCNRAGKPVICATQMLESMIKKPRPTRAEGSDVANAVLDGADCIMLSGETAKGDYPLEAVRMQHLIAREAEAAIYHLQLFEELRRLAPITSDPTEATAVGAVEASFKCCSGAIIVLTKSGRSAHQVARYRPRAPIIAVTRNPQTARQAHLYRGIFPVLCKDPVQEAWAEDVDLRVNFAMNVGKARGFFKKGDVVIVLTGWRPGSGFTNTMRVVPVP
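Purified hPK-M2 (>95%) run at intermediate activity with 0.1 mM ADP and 0.5 mM PEP in 50 mM imidazole pH 7.2, KCl, MgCl2; 1 h room temperature. ATP formed read by Kinase-Glo luminescence; normalized to uninhibited and no-enzyme controls.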
ELG1 DNA repair: blocks ELG1-dependent DNA repair in HEK293T cells; HEK293T ELG1-luciferase reporter, luminescence, 16 h; DNA damage induced by 5-fluorouridine; AID 504467; 330,000 compounds, 2.3% hits; Potency, µM (highest dose often 46.1 µM), for the others: at the highest dose activity change, negative = inhibition, hits mostly inhibitors; also: potency is read from the fitted curve at half-maximal effect; % is scaled to controls: 0 for no effect and ±100 for the full control effect; nearly all actives have a fitted effect of over 55% in size
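DMSO vehicle served as the neutral condition. Each well held 2,000 cells given 5-fluorouridine plus compound; after 16 hr at 37 °C/5% CO2, ONE-Glo was added and luciferase measured 30 min later.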
KCNH2 3.1 block: KCNH2 3.1 (human) potassium channel inhibition; AID 720553; activity change, % (tested at about 1.8 µM); 340,000 compounds, 0.95% hits; U2OS KCNH2 3.1, thallium flux FluxOr; stronger effect = lower value;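 active = maximum activity change below -70%; inconclusive = maximum activity change from -70% to -50%; inactive = maximum activity change above -50%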;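 also: thallium influx rate constant from kinetic fluorescence after stimulation buffer; % is scaled to controls: 0 for no effect and ±100 for the full control effect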
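Virally transduced U2OS (3.1 isoform, 4 h infection in dark at RT) → overnight 37 C → FluxOr + Red40 in HBSS/HEPES, 45 min → stimulation buffer, 2 min kinetic read → rate constant vs DMSO controls.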
Menin-MLL TR inh: menin-MLL binding inhibition, Texas Red mutant peptide; AID 1768; O00255; 270,000 compounds, 0.23% hits; Potency, µM (series often up to 61.6 µM), for the others: at the top dose FP activity change, negative = inhibition, actives largely listed as inhibitors; Menin + Texas Red MLL mutant peptide, fluorescence polarization; active = well fitted inhibition curve with a large enough effect in the polarisation, with a control signal flat, not every such curve was filed as active; inconclusive = small, poorly fitted or top-dose-only effect, or effect the other way, or a change in a side signal; inactive = no such curve, though single readings can be large or run the other way; the % refers to the polarisation; also: potency is read from the fitted curve at half-maximal effect; % of control where 0% means no effect; many of its hits are not listed in these tables
MBNL1-CUG inh: blocks human MBNL1 binding to CUG repeat RNA. Q9NR56. TR-FRET MBNL1-His/biotin-(CUG)12 binding, 665/545 ratio. Potency, µM (doses to about 57.5 µM), for the others: top-dose activity change, negative = inhibition, most hits filed as inhibitors. 280,000 compounds, 0.036% hits. AID 2675; active = well fitted inhibition curve with a large enough effect in the signal ratio, with a control signal flat, not every such curve was filed as active; inconclusive = small, poorly fitted or top-dose-only effect, or effect the other way, or a change in a side signal; inactive = no such curve, though single readings can be large or run the other way; the % refers to the signal ratio; also: potency is read from the fitted curve at half-maximal effect; % is scaled to controls: 0 for no effect and ±100 for the full control effect
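MBNL1-His + Biotin-(CUG)12, cpd titration 92 nM–58 uM; Tb anti-His Ab 0.055 ng/ul, SA-XL665 5 nM (final); 60 min RT; ratiometric 665/545 nm, Ex 340 nm; normalized to buffer and full-complex controls.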
Mito fusion act: blocks mitochondrial division or promotes mitochondrial fusion. S. cerevisiae fusion-defective mutant growth rescue, CellTiterGlo 48 h. Potency, µM (series often up to 46.1 µM), for the others: at the highest dose growth rescue (activation), actives largely listed as activators. 320,000 compounds, 0.23% hits. AID 485298;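 also: potency is read from the fitted curve at half-maximal effect; % of control where 0% means no effect; nearly all actives have a fitted effect of over 45% in size; temperature-sensitive fusion mutants such as fzo1-1 at 37 °C on non-fermentable ethanol glycerol medium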
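Luminescent cell viability in 1536-well qHTS format served as the measure of rescued growth in ts fusion-mutant S. cerevisiae cultured on non-fermentable YPEG for 48 hours at 37C.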
RORgamma inh: ROR gamma (mouse) transcription inhibition; P51450; Drosophila S2 Gal4-RORgamma UAS-luciferase reporter, 20 h; Potency, µM (top dose mostly 53.6 µM), inactives show at the top dose activity change, negative = inhibition, actives largely listed as inhibitors; 310,000 compounds, 5.4% hits; also: potency is read from the fitted curve at half-maximal effect; % is scaled to controls: 0 for no effect and ±100 for the full control effect; nearly all actives have a fitted effect of over 60% in size
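Luminescence from a UAS-regulated Photinus luciferase reporter in stably transfected Drosophila Schneider cells is measured; decreased signal marks ROR gamma inhibition. Fusion expression is induced by 700 uM copper sulfate for 20 hr.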
VP16 counter: inhibits Gal4-VP16 luciferase reporter, ROR gamma counter-screen; Potency, µM (series often up to 53.6 µM), inactives show at the top dose activity, negative = inhibition, most hits filed as inhibitors; Drosophila S2 Gal4-VP16 UAS-luciferase, luminescence, 20 h; AID 2546; 310,000 compounds, 3.5% hits;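 also: Gal4-VP16 expression switched on by copper sulfate through the metallothionein promoter; potency is read from the fitted curve at half-maximal effect; % is scaled to controls: 0 for no effect and ±100 for the full control effect; nearly all actives have a fitted effect of over 50% in size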
NPC1 promoter act: activates the NPC1 promoter. 320,000 compounds, 2.4% hits. Huh7 NPC1 promoter luciferase reporter, 24 h. Potency, µM (doses to about 9.22 µM), inactives show top-dose activation, usual class: activators;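 also: potency is read from the fitted curve at half-maximal effect; % of control where 0% means no effect; nearly all actives have a fitted effect of over 60% in size; reporter is driven by a mutant NPC1 promoter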
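Huh7 reporter cells (NPC1 promoter driving luciferase) are dosed with compound for 24 h at 37 °C, 5% CO2; luciferase detection reagent is then added and luminescence measured after 10 min at ambient temperature.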
Rab9 promoter act: Rab9 promoter activation | Huh7 Rab9 promoter-luciferase reporter, luminescence, 24 h | Potency, µM (top dose mostly 9.22 µM), inactives show at the top dose activation, negative = inhibition, hits mostly activators | 320,000 compounds, 2.8% hits; also: potency is read from the fitted curve at half-maximal effect; % of control where 0% means no effect; nearly all actives have a fitted effect of over 60% in size
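Huh7 reporter line, Rab9 promoter upstream of luciferase. Compound exposure 24 h at 37 °C in reduced-serum medium with 10% FBS. Read-out: luminescence.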
* hit, by the source's call; u = inconclusive; x = not tested or not shown; & = joins results of further samples; [ ] = dose if it differs, or a comment. Unless noted, calls follow the shape of the dose curve; as a rule, active = well fitted curve in the direction sought with a large enough effect; inconclusive = small, poorly fitted or top-dose-only effect, or another doubt; inactive = no such curve, though single readings can be large; an effect the other way counts as inactive or inconclusive.

SMILES | FLuc counter | PKM2 activator | ELG1 DNA repair | KCNH2 3.1 block | Menin-MLL TR inh | MBNL1-CUG inh | Mito fusion act | RORgamma inh | VP16 counter | NPC1 promoter act | Rab9 promoter act
CN(CCCNC(=O)C1CCN(S(=O)(=O)c2cccc3nsnc23)CC1)Cc1ccccc1 | 5.8% | 0.9% | -8.6% | -11.1 | x | u | 1.4% | -11.4% | -3.0% | 3.9% | -1.0%
O=C(CN1C(=O)NC2(CCCC2)C1=O)NNC(=O)c1ccccc1 | 3.9% | x | 8.6% | 1.3 | x | x | -1.2% | x | x | 0.9% | -6.4%
O=C(CCNC(=O)c1ccc(Br)cc1)NC1CCCCCC1 | 5.5% | x | 1.4% | 4.4 | x | x | 1.3% | x | x | 1.7% | 1.1%
CCCCn1c(/N=C/c2c[nH]c3ccccc23)nc2ccccc21 | 9.53µM* | -5.9% | -15.1% | 0.5 | u | -4.4% | 0.0% | u | u | 1.6% | -1.2%
COc1ccccc1Oc1ccccc1C(=O)O | -0.2% | 0.7% | 4.3% | -6.1 | 1.1% | -9.1% | -3.6% | 9.6% | 2.1% | -2.8% | -7.1%
Cc1ccc(C(=O)N/C(=C\c2ccc(-c3ccccc3[N+](=O)[O-])o2)C(=O)NCCCN(C)C)cc1 | 0.5% | x | -22.4% | -27.7 | 3.8% | u | -4.8% | -43.4% | 8.8% | -5.8% | 25.6%
C[C@H](C(O)c1ccccc1)N(C)C(=O)CN (some centres undefined) | 1.0% | 1.2% | 17.2% | 10.1 | -0.3% | -5.8% | -0.1% | 4.7% | 2.2% | 0.4% | 5.8%
c1ccc(CSc2ncnc3ccccc23)cc1 | u | 23.2% | -15.0% | 11.6 | 1.0% | -3.6% | 0.9% | 11.2% | 4.9% | -0.3% | -4.1%
CC(=O)Nc1ccc(NC(=O)Cn2c(=O)n(-c3ccc(C)cc3)c(=O)c3oc4ccccc4c32)cc1 | -5.4% | -1.5% | u | 6.0 | -1.1% | 0.5% | 2.2% | 5.9% | 3.1% | -3.0% | -1.2%
CN(NC1OC(=O)c2ccccc21)c1ncc(C(F)(F)F)cc1Cl (centres undefined) | u | -2.8% | -0.6% | -4.0 | x | -0.3% | 1.5% | u | -2.4% | 1.9% | 15.7%
N#Cc1cccc(NC(=O)NCCc2c[nH]c3ccccc23)c1 | -4.5% | 0.5% | -14.8% | -3.8 | 39.4%[activator] | 12.2% | -3.8% | u | 4.3% | -5.2% | -2.5%
CCCc1ccc(OC(=O)c2ccc(O)cc2Cl)cc1 | 2.39µM* | -11.5% | u | x | -13.0% | 15.9% | -2.0% | 0.891µM* | 3.98µM* | 2µM* | 1µM*
O=C(Oc1ccc(Cl)c2cccnc12)c1cccnc1 | -14.7% | -0.4% | -3.1% | -19.8 | -2.1% | 9.8% | 1.9% | 0.891µM* | 1µM* | 0.1% | -0.1%
CC(NC(=O)c1ccco1)C(=O)N1CCCCC1 (centres undefined) | 3.5% | 4.8% | 18.0% | 8.8 | x | -3.6% | 0.8% | u | u | -3.4% | -19.8%
CC1(C)CC(=O)C=C(Nc2ccccc2N)C1 | 0.9% | -1.1%[11.5 µM] | 0.3% | 8.6 | -0.9% | -8.5% | -0.1% | -25.7% | -1.9% | 0.8% | 1.6%
Brc1ccc(-c2noc(COc3ccc4c(c3)CCC4)n2)o1 | u | -11.6% | 26.3% | -3.3 | 24.2% | -7.6% | 9.6% | u | 2.8% | -1.3% | -1.7%
CCOC(=O)N1CCN(C(=O)c2cn(CC)c3ccc(S(=O)(=O)N4CCOCC4)cc3c2=O)CC1 | 1.2% | x | 5.1% | -0.2 | x | 2.3% | -2.9% | -20.3% | 0.3% | -4.4% | -1.7%
CCC(C)(C)NC(=O)C(c1ccco1)N(C(=O)c1csnn1)c1cccc(F)c1 (centres undefined) | 2.6% | -1.9% | -4.1% | 3.4 | 19.5% | -4.3% | 4.4% | -39.8% | 2.1% | -2.6% | -14.2%
CC1(OC(=O)CCc2ccccc2)C(=O)C=C2C=C(c3ccc(C#N)cc3)N(C3CCCCC3)C=C2C1=O (centres undefined) | -1.7% | 1.4%[11.5 µM] | -9.4% | -1.3 | 2.3%[11.7 µM] | u | -4.3% | -16.0% | -0.4% | -9.0% | -2.0%
C=CCN(CC=C)Cc1c(C)[nH]c2c(C)c(C)ccc2c1=O | -1.2% | -3.6% | 2.3% | 10.6 | -7.9% | -21.7% | -0.9% | u | 12.6µM* | 1.3% | 0.7%
COc1ccc(OCc2nnc(SCC(=O)NC3CC4CCC3C4)o2)cc1 (centres undefined) | u | x | u | -3.6 | -11.7% | -6.0% | 20.2% | 25.7% | -9.2% | -1.6% | 2.1%
CN(C)c1ccc(C(=S)N2CCOCC2)cc1 | 3.0% | -0.9% | u | -1.0 | -0.2% | 1.2% | 1.3% | -27.7% | 6.2% | 0.3% | 10.0%
CCOc1ncccc1C(=O)OCC(=O)NCc1ccc2c(c1)OCO2 | -1.2% | -1.4% | 12.5% | 3.0 | -1.2% | -3.1% | 7.6% | -18.8% | 0.3% | -6.0% | 8.5%
COc1ccc(-n2c(Cc3cccn3C)nnc2SCC(=O)Nc2cccc(F)c2)cc1 | -2.4% | -6.9% | -28.2% | -6.0 | -0.9% | -7.3% | 21.8% | u | u | -1.1% | -3.7%
CC(NC(=O)c1cccc(S(=O)(=O)N(C)C)c1)c1nc2ccccc2[nH]1 (centres undefined) | -3.7% | 1.2% | -11.2% | 17.9 | 3.4% | -5.7% | -6.6% | -1.3% | -16.2% | 0.4% | 0.4%
CC(=O)Nc1ccc(OC(F)(F)Cl)cc1 | -8.4% | 0.3% | -2.2% | 6.3 | 8.8% | -0.1% | -2.6% | 25.4% | 9.6%[10 µM] | 1.1% | 10.2%
CCn1c(SCC(=O)OC)nnc1-c1ccccc1 | -8.1% | -1.8% | 9.0% | -0.5 | -0.6% | 6.8% | -0.5% | -13.9% | -2.7% | -7.1% | -4.8%
O=C(Nc1cnn(Cc2ccc(F)cc2)c1)C(c1ccccc1)c1ccccc1 | -1.7% | 6.1% | u | -13.8 | 24.3% | x | -0.1% | 33.5% | -1.2% | 0.3% | -1.4%
Cc1ccc(S(=O)(=O)N2CCCC2C(=O)n2nc(C)cc2C)cc1 (centres undefined) | 7.3% | 3.0% | -12.4% | 11.6 | -2.4% | 3.8% | -5.9% | -12.1% | -1.0% | 0.3% | 2.5%
COc1ccc(C(C)NC(=O)C23CC4CC(CC(C4)C2)C3)cc1OC (centres undefined) | -2.1% | -2.5% | 9.0% | -8.5 | -10.6% | -2.6% | -3.5% | 1.0% | 3.8% | -5.3% | -0.3%
O=C(O)c1cccnc1SCc1cccc(Cl)c1 | u | 2.9% | 28.1% | -3.9 | 16.6% | -13.1% | -6.0% | u | 18.6% | -1.2% | -1.2%
CN(Cc1nc(-c2ccc(C(F)(F)F)cc2)no1)C1CCOCC1 | -3.7% | -5.1% | 2.6% | -12.2 | -1.2% | 1.5% | 18.8% | u | -0.9% | -2.2% | -6.3%
O=C(Cc1ccc(S(=O)(=O)N2CCOCC2)s1)N(Cc1ccccc1)c1ccccc1 | 0.4% | x | u | -12.7 | x | x | 3.8% | x | x | 0.4% | -1.4%
COc1ccc(N(CC(=O)N2CCN(c3cc(C)ccc3C)CC2)S(=O)(=O)c2c(C)noc2C)cc1 | 2.5%&-0.4% | x | -3.4% | -14.5 | x | 2.5% | 7.3% | 12.6% | -13.1% | -0.8% | 0.2%
COc1ccc(Cl)cc1NC(=O)COC(=O)CCNS(=O)(=O)c1cccs1 | 4.2% | x | 24.7% | 1.5 | x | x | 2.6% | x | x | -1.1% | 0.0%
COc1ccc(NC(=S)Nc2ccc(S(=O)(=O)N3CCOCC3)cc2)c(OC)c1 | 2.5% | 3.4% | 23.1µM* | -4.1 | -15.8% | u | -7.1% | -23.5% | 2.9% | 0.5% | 3.8%
O=C(Cn1nc(C(=O)O)c2ccccc2c1=O)NCc1ccco1 | -1.6% | -18.3% | 2.0% | 13.2 | 2.3% | 1.4% | -0.5% | 7.2% | -2.7% | -5.9% | -4.0%
O=C(/C=C/c1ccco1)N1CCN(c2ccccc2)CC1 | u | 4.9% | u | 3.3 | -13.1% | -2.5% | 2.6% | 5.3% | u | 2.4% | 17.5%
O=C(NN=C1CCCC1)c1cc(-c2ccc(F)cc2)nc2ccccc12 | -19.6% | 13.4% | u | -15.5 | 6.9% | 13.2% | 3.2% | u | 0.6% | -0.4% | -7.8%
N#Cc1nc(-c2ccc(OCc3ccccc3)cc2)oc1NCCCN1CCOCC1 | -25.5% | -6.8% | -11.0% | -6.0 | 9.8% | 10.1% | -4.9% | -0.6% | -12.4% | 6.6% | 1.4%

Not all compounds are listed; count on the stated rates, not on these rows.
